From PubChem
LDHA block: LDHA (human) enzyme inhibition | P00338 | purified LDHA, NADH/diaphorase-resazurin fluorescence; hits give low values | activity change, % (values are at about 110 or 230 µM) | hit rate 0.15% among 480,000 | AID 1347041; in the data active means activity change below about -30%;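 further: plate controls were DMSO wells for no effect and wells without enzyme for full effect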
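Enzyme activity of human lactate dehydrogenase 5 (2 nM; 0.06 mM NADH, 0.2 mM pyruvate, 5 min, RT) is measured via a resazurin/diaphorase fluorescence readout of residual NADH.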
The depositor's hits bear a star.

SMILES,LDHA block
Cc1ccc(C)c(C(C)NC(=S)NCc2ccc(Cl)cc2)c1 (configuration not stated),2
COc1ccc(C(C)=O)c(OCc2cc(OC)c(Br)cc2OC)c1,8
Cc1cccc(CS(=O)CCC(=O)Nc2ccccc2)c1 (configuration not stated),-10
O=C(O)C1CCCC(C(=O)O)C1 (configuration not stated),0
CC(C)c1cc(N2CCN(C)CC2)n2c(nc3ccccc32)c1C#N,-4
O=C(CCc1cc(Cl)no1)N(CCS(=O)(=O)N1CCOCC1)Cc1cccnc1,-4
COc1ccc(-n2[nH]c(CSc3nnnn3-c3ccccc3)cc2=O)cc1,5
O=C(c1cccc(Br)c1)N(Cc1cccc2[nH]ccc12)C1CC1,2
O=C(CSc1nnnn1C1CCCCC1)NCc1ccccc1CN1CCOCC1,8
S=C(NCCC12CC3CC(CC(C3)C1)C2)Nc1ccc(Cl)cc1,3
COC(=O)c1cnc(NC(=O)COc2cccc3ccccc23)s1,2
O=C(O)/C=C/c1ccc(Oc2ccc(Cl)cc2)cc1,-12
CCn1c(CNC(=O)c2ccccc2F)nnc1SCC(=O)N1CCc2ccccc21,-1
CN(Cc1cccc(F)c1)C(=O)COc1ccc2ccc(=O)oc2c1,-9
O=C(c1cccs1)N(Cc1ccncc1)C1CC1,1
C/C(=N/O)c1cc2ccc(O)cc2oc1=O,-2
COc1ccc(C2C(C(C)=O)=C(O)C(=O)N2c2ccc(OC)cc2)cc1 (configuration not stated),-1
Fc1ccc(CNC(=S)N2CCc3ccccc32)cc1,-18
COC(=O)c1ccccc1S(=O)(=O)Nc1cc(=O)c2ccccc2[nH]1,0
COC(=O)c1ccc(CNC(=O)c2ccc(Oc3ccccc3)cc2)cc1,0
N#Cc1ccc(OCC(=O)c2ccc(C3CCCCC3)cc2)cc1,3
O=C(CCc1ncc(-c2ccccc2)o1)NC(C1CC1)C1CC1,-1
O=C(CCC(=O)OCc1ccc(Cl)cc1)Nc1ccc2c(c1)oc1ccccc12,9
CCCOc1c(OC)cccc1C1CC(=O)Nc2c1c(C)nn2-c1ccc(OC)nn1 (configuration not stated),-1

Among those listed so far, 5 contain a Cl atom:
SMILES,LDHA block
Cc1ccc(C)c(C(C)NC(=S)NCc2ccc(Cl)cc2)c1 (configuration not stated),2
O=C(CCc1cc(Cl)no1)N(CCS(=O)(=O)N1CCOCC1)Cc1cccnc1,-4
S=C(NCCC12CC3CC(CC(C3)C1)C2)Nc1ccc(Cl)cc1,3
O=C(O)/C=C/c1ccc(Oc2ccc(Cl)cc2)cc1,-12
O=C(CCC(=O)OCc1ccc(Cl)cc1)Nc1ccc2c(c1)oc1ccccc12,9

The list goes on:
SMILES,LDHA block
Cc1c(C(=O)C(F)(F)F)c2ccccc2n1CCOc1ccccc1F,-2
O=C(Nc1cccc(N2CCCC2=O)c1)c1ccccc1SC1CCS(=O)(=O)C1 (configuration not stated),38
Cc1ccc2[nH]c(C)c(CC(=O)N(C)CCC#N)c2c1,-3
O=C(NC1CC1)c1cccc(NC(=O)C2CCN(S(=O)(=O)c3ccc4c(c3)CCCC4)CC2)c1,2
Cc1ccc(-c2noc(-c3cccc(F)c3)n2)cc1,-3
O=C(NCc1ccccc1F)Nc1ccc2oc(C3CC3)nc2c1,-3
Cn1c(SCc2cccc3cccnc23)nnc1C(F)(F)F,9
Cc1nc2sc3c(c2c2nc(C(=O)NCC(C)C)nn12)CC(C)(C)OC3,4
Cc1nc2sc3c(c2c2nc(C(=O)NCc4ccccc4)nn12)CC(C)(C)OC3,1
CC1CCC(=C(C#N)C(=O)NC2CC2)CC1 (configuration not stated),2
Cc1ccccc1C(C)NC(=O)/C=C/c1ccco1 (configuration not stated),3
CC(NC(N)=O)C(=O)O (configuration not stated),-3
COc1ccc(S(=O)(=O)NCCc2ccccc2)cc1-c1nc(C(C)C)no1,8
CCCn1c(=O)n(CC(=O)N(C)CC(=O)Nc2ccccc2Br)c2ccccc21,1
O/N=C(/c1ccccc1)c1ccc(O)cc1O,3
NC(=O)c1ccc(NC(=O)CSc2nc3ncccc3[nH]2)cc1,5
COC(C(=O)NCc1ccc(C)cc1)(c1ccccc1)c1ccccc1,12
Cc1ccc(C(=O)NCCC(=O)N2CCCC2)c(C)c1,2
O=C1CN(C(=O)Cn2cnc3c(Cl)cc(Cl)cc3c2=O)c2ccccc2N1,0
CC(O)c1ccc(-c2ccc(CNc3nnnn3C)o2)cc1 (configuration not stated),-8
COc1ccc(Cl)cc1NC(=O)CCc1ncc(-c2ccc(C)cc2)o1,5
O=S(=O)(Nc1nc2ccccc2nc1Nc1ccccc1Cl)c1cccs1,2
CN(C(=O)Nc1ccc(F)cc1F)C(c1ccc(Cl)cc1)c1nccn1C (configuration not stated),-1
COc1ccc(CCNC(=O)C(F)(F)F)cc1S(N)(=O)=O,3
O=[N+]([O-])c1ccc(Cl)c(CN2CCN(c3ncc(Cc4ccccc4)cn3)CC2)c1,1
Cc1cccc(NC(=O)C2CCN(c3nc4ccccc4o3)CC2)c1C,6
CC(C)(CNC(=O)c1cc2c(s1)CCCCC2)N1CCOCC1,4
O=C(CN1CCCC1)NC1CCCCC1,5
C/C=C(/C)C(=O)OC1Cc2cc3ccc(=O)oc3cc2OC1(C)C (configuration not stated),1
CC(Nc1ccc(Cl)cc1)C(=O)NC(N)=O (configuration not stated),3
O=C(NCCOc1ccccc1F)c1ccc2ccccc2n1,1
O=C(O)C(Cc1ccccc1)C(C(=O)O)c1ccccc1 (configuration not stated),6

A second format for 3 compounds above:
LDHA block	Compound
5	O=C(CN1CCCC1)NC1CCCCC1
1	C/C=C(/C)C(=O)OC1Cc2cc3ccc(=O)oc3cc2OC1(C)C (configuration not stated)
3	CC(Nc1ccc(Cl)cc1)C(=O)NC(N)=O (configuration not stated)

Remaining list, next part
SMILES,LDHA block
CC(C)NC(=O)C(=O)Nc1cccc(C(=O)c2nccn2C)c1,-7
O=[N+]([O-])c1cccc(C#Cc2ccccc2)c1,1
CCOC(=O)Nc1ccccc1,-5
ClC(/C=N/N1CCN(Cc2ccccc2)CC1)=C/c1ccccc1,-1
CCCc1ccc(S(=O)(=O)NCCc2cccc3cccnc23)cc1,0
CCCCOCCCNC(=O)c1cccc(C#N)c1,12
O=C(COc1ncnc2sc3c(c12)CCC3)Nc1ccc(S(=O)(=O)N2CCCC2)cc1,14
CC(NC(=O)C1CCN(c2ccc(C#N)cn2)CC1)c1ccc(F)c(F)c1 (configuration not stated),4

Later entries
SMILES	LDHA block
CCCCn1nnnc1C(c1cc2ccccc2o1)N(C)Cc1ccc(Cl)cc1 (configuration not stated)	-1
Cc1ccc(-c2nc(-c3ccc(Br)o3)no2)cc1	9
O=C(O)c1cc(NCc2ccccc2OCc2ccccc2)ccc1N1CCOCC1	6
O=c1c2cc(Cl)ccc2ncn1Cc1coc(-c2cccs2)n1	-8
Cc1ccccc1C1CCCN1C(=O)c1cc(C(C)C)on1 (configuration not stated)	1
Cc1ccc(OC(=O)C(c2ccccc2)c2ccccc2)cc1	4
CCOc1ccccc1/C=N/O	11
CC(C)Sc1nc2c(c(=O)[nH]c(=O)n2C)n1Cc1ccccc1Cl	2
CN(C)c1ccc(NC(=O)/C=C/c2ccccc2)cc1	-17
COc1ccc(NC(=O)CSc2nc3ccccc3o2)c(OC)c1	-5
O=C(/C=C/c1cccs1)NC(=S)NNC(=O)c1ccccc1	-17
COc1ccc(-n2nnc(C(=O)NCc3cccs3)c2N)cc1OC	1
COC(=O)c1ccc(CNC(=O)COC(=O)c2cc3ccccc3[nH]2)cc1	-11
CC(C)CC(=O)NCCC1CCN(C(=O)NC2CCCCC2)CC1	2
c1ccc2cc(Nc3ccc4ccccc4c3)ccc2c1	16

Brought forward from above: 3 compounds, followed by the next part.
SMILES	LDHA block
COC(=O)c1ccc(CNC(=O)COC(=O)c2cc3ccccc3[nH]2)cc1	-11
CC(C)CC(=O)NCCC1CCN(C(=O)NC2CCCCC2)CC1	2
c1ccc2cc(Nc3ccc4ccccc4c3)ccc2c1	16
CCC(C)CN1C(=O)CN(S(C)(=O)=O)CC1(C)C(=O)NCc1ccccc1 (configuration not stated)	-2
Cc1c(P(=S)(c2ccccc2)c2ccccc2)c2ccccc2n1C(=O)NCc1ccc(F)cc1	-12
Cc1ccc(NS(=O)(=O)c2ccc(C(=O)NCC(c3ccccc3)N(C)C)cc2)cc1 (configuration not stated)	1
CCOc1ccc(N2CC(NC(=O)C(CC)CC)CC2=O)cc1 (configuration not stated)	4
Cc1ccc(NC(=O)Cn2nc(-c3ccco3)ccc2=O)cc1C	0
Cc1cc(/C=C(/C#N)c2nc3ccccc3[nH]2)cc(C)c1OCc1ccccn1	-1
COc1cc(OC)cc(C2=Cc3ccc(OC)cc3C(CC(C)=O)N2c2ccc(C#CC3(N)CCCCC3)cc2)c1 (configuration not stated)	0
O=S1(=O)CC(N2CCCC2)CN1Cc1cn(Cc2ccc(F)cc2)nn1 (configuration not stated)	-11
Cc1cccc(C(C)C)c1NC(=O)Cn1nc(C(=O)O)c2ccccc2c1=O	7
Cc1cccc(OCC(=O)Nc2cccc(C(=O)Nc3ccccc3C(=O)O)c2)c1C	12
Cc1nnc(NC(=O)c2cc(=O)c3cc(Cl)cc(Cl)c3o2)s1	13
Cc1ccc(NS(=O)(=O)c2cc([N+](=O)[O-])ccc2N/N=C/c2ccc(C#N)cc2)c(C)c1	-9
CNC(=O)c1ccc(NS(=O)(=O)c2ccc(NC(C)=O)cc2)cc1	6
N#Cc1ccc(CNc2cc(Cl)ccc2Cl)cc1	2
CCOc1cccc(NC(=O)c2cccc(C)c2)c1	-1
CCCN(CCC)C(=O)Cc1c(C)[nH]c2ccc(C)cc12	3
COc1ccccc1NC(=O)COc1ccc2c(=O)c(-c3ccccc3)c(C)oc2c1	4
CCCCCNC(=O)C(c1ccccc1)n1c(=O)c(-c2cc3ccccc3[nH]2)nc2ccccc21 (configuration not stated)	0
COc1ccc(Br)cc1/C=N/O	2
Cc1cc(=O)oc2cc(OS(=O)(=O)c3ccc(Cl)cc3)ccc12	3
CC(=O)N[C@@H]1C=C[C@@H](CC(=O)NCc2ccc(Cl)cc2)O[C@@H]1CO	0
Cc1ccc(C)c(NC(=O)COC(=O)c2nc(-c3ccccc3)oc2C)c1	-11
N#C/C(=C\c1ccc(OCC(=O)N2CCOCC2)cc1)C(=O)Nc1ccccc1	10
CCOC(=O)CCN(CC1CC1)C(=O)c1cccs1	7
CC(c1nc2ccccc2s1)N(C)C(=O)c1cccc(S(=O)(=O)Nc2ccc(Cl)cc2)c1 (configuration not stated)	18
CC(C)Cn1c(=O)c2sccc2n(CC(=O)NCC2CCCO2)c1=O (configuration not stated)	-3
O=C(Cn1nnc(-c2ccccc2Cl)n1)N1CCCC1c1ccc2c(c1)OCCO2 (configuration not stated)	4
Clc1ccc(CSc2c[nH]c3ccccc23)cc1	3
CCn1c(-n2nc(C)cc2C)nc2c1c(=O)n(CC(=O)C(C)(C)C)c(=O)n2C	-4
Cn1c(SCC(=O)Nc2c(F)c(F)cc(F)c2F)nc2c(=O)[nH]cnc21	-4
COc1ccc(N2CCN(C(=O)C(=O)c3cccc([N+](=O)[O-])c3)CC2)cc1	2
CCCCCCCCCCC(=O)Nc1c(CC)cccc1CC	1
CC1CN(C(=O)Nc2cccc(CN3CCOC3=O)c2)CCO1 (configuration not stated)	3
Cc1occc(=O)c1OCc1noc(C(=O)NCc2ccc(Cl)cc2)n1	-5
COc1ccc(S(=O)(=O)N2CCN(C(=O)NC3CCCC3)CC2)cc1OC	3
Cc1cccc(N2CCN(CC(=O)NC(=O)NCC(F)(F)F)CC2)c1C	3
CCOC(=O)CSC1=C(C#N)C(c2ccc(O)c(OC)c2)CC(=O)N1 (configuration not stated)	0
CC(C)Oc1c(I)cc(I)cc1/C=C(\C#N)c1nc2ccccc2[nH]1	11
Cn1cc(C2Nc3ccccc3C(=O)N2c2ccccc2)c(=O)n(C)c1=O (configuration not stated)	8
CC(=O)c1ccc(NC(=O)c2ccc(C)cc2Cl)cc1	5
Cn1c(=O)c2c(nc(N3CCCC3)n2Cc2cccc(Br)c2)n(C)c1=O	-11
Cc1cccc(OCCn2c(Cl)nc3c2c(=O)n(C)c(=O)n3C)c1	9
CSc1cccc(NC(=O)C2CCCC2)c1	8
O=C(NC1CCCC1)c1cc(Cl)nc2ccccc12	3
CCn1cnc2c1c(=O)n(CC(=O)Nc1ccc(OC(F)(F)F)cc1)c(=O)n2Cc1ccccc1	12
O=S(=O)(c1ccc(F)cc1)N1CCN(c2ccc(NCc3ccccc3)nn2)CC1	5
CCOCCCNC(=O)/C=C/c1ccc(-c2ccc(F)cc2)s1	9
COc1ccc(NC(=O)COc2ccc3c(C)cc(=O)oc3c2C)cc1	-1
Cc1ccc(NC(=O)CSc2nnc(OC(C)C)s2)c(Cl)c1	-8
Cc1ccc(/C(=N/O)c2cccs2)cc1	-3
COc1ccc(NC(=O)c2ccc(C3Nc4ccccc4S(=O)(=O)N3)cc2)cc1OC (configuration not stated)	41
CN(CC(=O)Nc1ccc(F)cc1)Cc1nc2ccccc2c(=O)[nH]1	-8
O=C(O)C(c1c[nH]c2ccccc12)N1CCc2ccccc2C1 (configuration not stated)	-10
O=S(Cc1cccc(F)c1)Cc1cccc(C(F)(F)F)c1 (configuration not stated)	-1
CC(SC(C)c1ccc(Cl)cc1)C(N)=O (configuration not stated)	-1
O=C(O)c1ccc(COc2ccc(Cl)cc2Cl)cc1	-1
CC(C)(C)c1ccc(C(=S)NCCCN2CCCC2=O)cc1	1
COC(=O)[C@]12CCCCC=C1N(Cc1ccco1)C(=O)[C@H](CC(=O)NCCC(C)C)C2	1
COc1ccc(CN(C)C(=O)CSc2nc(-c3cccs3)nc3ccccc23)c(OC)c1OC	2

An excerpt, so the mix of outcomes need not match the whole.
